Tat export inh: E. coli Tat transport inhibition | E. coli MC4100 TorA-mCherry Tat export, fluorescence | hit rate 0.036% among 340,000 | inhibition, % at 10 µM;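 active means mean replicate inhibition at least 50% and at least half of replicates individually reaching 50%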;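 further: exported cargo escapes ClpAP degradation while cytoplasmic cargo is degraded and loses fluorescence; 0% = median of neutral control wells and 100% = median of NaSCN control wells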
Rtt109 Vps75: blocks Candida albicans Rtt109/Vps75 acetyltransferase activity; purified Rtt109/Vps75, ThioGlo CoA-SH fluorescence, 4 h; inhibition, % at 34.9 µM; hit rate 0.16% among 330,000;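 active means inhibition of at least 50% in every replicate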
Target sequence (Q5AAJ8 whole entry, looked up): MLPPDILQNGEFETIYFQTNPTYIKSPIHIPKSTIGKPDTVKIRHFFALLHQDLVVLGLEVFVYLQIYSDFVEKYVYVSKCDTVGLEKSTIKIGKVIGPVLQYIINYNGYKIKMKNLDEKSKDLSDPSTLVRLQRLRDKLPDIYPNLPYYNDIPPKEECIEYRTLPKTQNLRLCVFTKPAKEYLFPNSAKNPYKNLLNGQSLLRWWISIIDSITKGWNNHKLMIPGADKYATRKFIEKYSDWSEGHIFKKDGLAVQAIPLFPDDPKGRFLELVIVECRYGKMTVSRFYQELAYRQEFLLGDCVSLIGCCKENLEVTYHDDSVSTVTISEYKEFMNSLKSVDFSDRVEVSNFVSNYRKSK
MITF act: MITF TRPM1 promoter activation in melanoma cells; SK-MEL-5 TRPM1-promoter luciferase, 24 h; % of positive control, neutral wells = 0; activation, % at 12.5 µM; hit rate 0.75% among 300,000; AID 588334;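 active means mean activation of at least 80% with every replicate also reaching 80%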;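 further: 0% = neutral control wells and 100% = parthenolide positive control wells; values of inactives mirror those of a sister screen read the other way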
cardiac RTF act: increases calcium sensitivity of human cardiac regulated thin filaments; activation, % at 7.2 µM; P19429+P45379; hit rate 0.24% among 340,000; IANBD-labeled TnC RTF fluorescence at EC20 calcium; 0% EC20 calcium, 100% full calcium; AID 493008;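 active means activation above the mean over all tested compounds plus 3 SD, cut at about 30% in these data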;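 further: rise in fluorescence read as greater calcium sensitivity of cardiac thin filaments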
V-ATPase pHluor: regulators of yeast V-ATPase proton transport | hit rate 0.37% among 350,000 | AID 504577 | S. cerevisiae, pHLuorin cytosolic pH fluorescence | response, % at 10 µM; in the data active means response mostly above about 7.3%, no sharp cut-off; inactive means mostly below about 5.4%; further: actives read high; inactives centre near 0; some compounds called inactive have numbers as strong as hits; reference of the scale not given here
dFosB act: enhances mouse delta FosB homodimer DNA binding; hit rate 0.99% among 340,000; P13346; purified delta FosB, TAMRA-CDK5 oligo fluorescence polarization; percent of positive-control signal above neutral wells; activation, % at 25 µM;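 active means mean activation above about 17%, with every replicate also reaching it, limit read from the data, passing the limit was not always enough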;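 further: fluorescence polarization rise as delta FosB binds a TAMRA Cdk5 AP-1 oligo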
CDK5 inh: inhibitors of human CDK5/p35 kinase | Q00535+Q15078 | Recombinant CDK5/p35, ADP-Glo luminescence, 60 min | inhibition, % at 10 µM | hit rate 0.01% among 330,000 | AID 488839;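 active means highest replicate inhibition of at least 50% and at least 75% of replicates reaching 50%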;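 further: plate controls were DMSO neutral control for no effect and GW8510 at 10 µM for full effect; many of its hits are not listed in these tables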
Target sequence (Q00535 whole entry, looked up): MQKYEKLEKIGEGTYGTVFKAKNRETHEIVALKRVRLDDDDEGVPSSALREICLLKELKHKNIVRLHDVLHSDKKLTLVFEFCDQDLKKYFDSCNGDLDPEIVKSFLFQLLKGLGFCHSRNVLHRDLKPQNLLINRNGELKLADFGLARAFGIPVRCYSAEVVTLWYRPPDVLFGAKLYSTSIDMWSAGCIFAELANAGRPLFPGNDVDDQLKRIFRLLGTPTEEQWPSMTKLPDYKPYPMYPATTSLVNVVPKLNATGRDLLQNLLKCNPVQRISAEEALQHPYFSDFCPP
Target sequence (Q15078 whole entry, looked up): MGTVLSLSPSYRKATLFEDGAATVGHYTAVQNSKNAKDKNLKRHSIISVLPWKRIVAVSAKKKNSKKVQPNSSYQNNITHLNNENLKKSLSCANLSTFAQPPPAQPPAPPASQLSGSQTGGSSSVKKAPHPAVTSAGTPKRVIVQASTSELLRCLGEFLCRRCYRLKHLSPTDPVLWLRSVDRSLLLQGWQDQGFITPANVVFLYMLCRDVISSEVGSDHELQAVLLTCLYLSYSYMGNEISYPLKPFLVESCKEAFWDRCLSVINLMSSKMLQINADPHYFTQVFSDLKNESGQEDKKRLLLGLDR
CAL PDZ FP-1: inhibitors of human CAL PDZ peptide binding | purified CAL PDZ, TMR-peptide fluorescence polarization, 1 h | Q9HD26 | inhibition, % at 20 µM | hit rate 0.02% among 330,000 | AID 504414;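 active means highest replicate inhibition of at least 40%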;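 further: plate controls were DMSO neutral control wells for no effect and unlabeled competitor peptide control wells for full effect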
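System: purified tagged CAL PDZ domain construct (CerCALP). Schedule: 1 h incubation at room temperature before polarization reading. Medium: 25 mM sodium phosphate pH 7.4, 150 mM NaCl, TCEP, IgG, Thesit. Read-out: percent inhibition from loss of millipolarization. Measured by: FP readout, S and P plane fluorescence. Probe or stimulus: fluorescent TMR peptide probe.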
Wnt act: activators of Wnt/beta-catenin signaling. Wnt/beta-catenin reporter cell assay, activator, plate reader. AID 743398. activation, % at 9.35 µM. hit rate 1.2% among 300,000; in the data active means activation above about 30%, passing the limit was not always enough;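 further: 0% = neutral control wells and 100% = positive control wells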
CAL PDZ FP-2: inhibitors of human CAL PDZ peptide binding. purified CAL PDZ, TMR-peptide fluorescence polarization, 1 h. inhibition, % at 24.9 µM. hit rate 0.92% among 300,000. AID 602252;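 active means mean inhibition of at least 30% with at least half of replicates also reaching 30%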;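 further: 0% = DMSO neutral control and 100% = excess unlabeled competitor peptide PRC23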
The depositor's hits bear a star; . = no result given.

Tat export inh	Rtt109 Vps75	MITF act	cardiac RTF act	SMILES	V-ATPase pHluor	dFosB act	CDK5 inh	CAL PDZ FP-1	Wnt act	CAL PDZ FP-2
5	3	0	9	O=C(NC(NC(=O)c1c(F)cccc1F)c1ccc([N+](=O)[O-])cc1)c1c(F)cccc1F	-2	24*	1.7	-0.6	2	-6
-4	0	11	-2	CC1CCCC(C)N1/N=C/c1ccc(O)cc1 (stereo unspecified)	-4	-5	-0.4	-1.1	3	0
-4	.	7	-3	C/C(=N\NC(=O)c1ccc(NS(=O)(=O)c2cccs2)cc1)c1ccc(C(C)(C)C)cc1	4	3	-0.9	-2.0	-4	-2
10	-1	38	11	Brc1ccc(-c2noc(CCc3ccccc3)n2)o1	0	-5	-8.8	-0.9	14	.
2	0	54	-7	Fc1ccccc1N1CCN(c2cnc3ccccc3n2)CC1	-2	-1	-1.4	.	.	-6
-5	-2	4	-4	O=[N+]([O-])c1ccc2c(c1)nc(CO)n2Cc1ccccc1	2	1	0.2	-0.4	-3	-3
-5	.	.	-5	COc1ccc(OCCCN2CCc3ccccc3C2)cc1	-1	-2	1.7	0.7	-1	-4
4	-1	6	2	Cc1nc2cc(C(=O)OCC(=O)NC34CC5CC(CC(C5)C3)C4)ccc2n1-c1ccccc1	-2	65*	1.4	-3.1	.	-4
-6	-4	-2	7	Cc1ccc(NC(=O)C2CCCCC2)cc1C	1	-5	0.8	-0.8	1	-9
-11	5	-2	-3	Nc1cc(-c2nn[nH]n2)ccc1F	-11	-2	-1.0	-1.3	.	.
-4	-8	1	-5	O=C(CCCOc1ccc(Cl)cc1Cl)NCC1CCCO1 (stereo unspecified)	2	-2	-1.1	-2.0	1	-3
-4	-1	.	-7	CCN(CC)C(=O)CSc1nc2sc3c(c2c(=O)n1CCCOC)CCC3	1	-15	0.5	-0.5	-1	-2
6	-6	-5	-7	CC(C)CCNC(=O)C1CCC(=O)N1CCc1ccccc1 (stereo unspecified)	1	6	0.1	-0.3	0	-1
-10	-1	5	1	CN=C1S/C(=C\c2ccc(N3CCCC3)c(F)c2)C(=O)N1C	-3	-4	-0.5	-0.8	-4	-4
12	-25	.	-4	COc1ccc(C(=O)Nc2ccc(NC(=O)c3ccccc3)cc2)cc1S(=O)(=O)N1CCOCC1	4	5	0.1	-3.4	-3	-2
-5	7	.	-6	c1ccc(-c2[nH]ncc2CN2CCc3ccccc3C2)cc1	0	-3	1.6	-0.1	2	-5
-1	23	-6	-5	O=C(c1ccc(OC2CCN(CCCc3ccccc3)CC2)cc1)N1CCCC1	1	-7	1.1	0.0	0	-5
7	12	.	2	COc1ccc(OC)c(NC(=O)CSc2nnc(CNc3ccc(C)cc3C)o2)c1	2	-3	0.4	-2.3	3	-3
-5	-3	.	1	COc1cccc2cc(C(=O)N3CCCCCCC3)c(=O)oc12	-2	0	-0.7	-0.3	4	10
1	2	-8	2	CC1CN(S(=O)(=O)c2ccc(C(=O)Nc3nnc(-c4ccco4)o3)cc2)CC(C)O1 (stereo unspecified)	0	-11	-0.6	-0.9	1	2
-2	-2	3	-3	Cc1cccc2nc(CNC(=O)CC3C(=O)NCCN3Cc3cccc(F)c3)cn12 (stereo unspecified)	-5	-5	-0.1	-1.5	-3	-3
1	-9	0	2	CCOC(=O)C(C(=O)NCC1CCCO1)C1CCCCC1 (stereo unspecified)	1	3	-6.3	-0.7	.	-1
8	-3	-4	8	COc1ccc(C(=O)Cn2c(C)nc([N+](=O)[O-])c2Br)cc1	2	-2	0.6	0.0	-3	-9
-7	1	1	-1	O=C(Cn1c(=O)n(-c2cccc(C(F)(F)F)c2)c(=O)c2sccc21)NCC1CCCO1 (stereo unspecified)	2	-2	0.3	-2.6	5	-1
-8	-5	3	-6	CCN1CCCC1CNS(=O)(=O)c1ccc(Br)cc1 (stereo unspecified)	-3	3	-1.0	-0.1	-1	1
2	-1	11	-1	O=c1c(-c2ccc(Br)cc2)coc2c(CN3CCOCC3)c(O)ccc12	-3	2	-0.3	-0.5	1	0
6	-11	-3	-2	CCCCNC(=O)NC1C(NC(=O)NCCCC)N(C)C(=O)N1C (stereo unspecified)	1	-1	-1.1	-0.1	.	-6
2	-11	.	1	CCn1c(CCNS(=O)(=O)c2ccccc2Br)nnc1SC	0	-2	-0.5	-2.7	-2	0
-9	0	-19	-1	COCCn1c(-c2ccco2)csc1=Nc1cccnc1	1	3	0.6	0.4	0	.
4	2	-4	-5	O=C(NCCc1ccco1)C(=O)NCC1OCCCN1S(=O)(=O)c1cc(F)ccc1F (stereo unspecified)	-4	-9	-0.7	-0.5	-3	-2
0	-5	-26	6	Cc1ccc(NC(=O)C2CCN(S(=O)(=O)c3ccc(N4CCCC4=O)cc3)CC2)cc1Cl	1	-1	1.2	-2.5	2	-1
-6	29	-1	1	CC(Sc1ncnc2ccccc12)C(=O)Nc1ccc2c(c1)OCCO2 (stereo unspecified)	-1	-5	0.8	-3.9	.	-3
-9	2	10	-1	O=C(/C=C/c1cnc2ccccc2n1)NC12CC3CC(CC(C3)C1)C2	-2	1	0.1	-0.5	.	-1
0	-1	-9	.	O=C(O)C1C2CC2CN1C(=O)c1ccc(Cl)cc1Cl (stereo unspecified)	-3	-3	0.0	-0.4	-9	4
14	1	-4	-1	Cc1sc2nc(COC(=O)c3ccc(O)cc3)[nH]c(=O)c2c1C	2	-18	-1.1	-2.7	-1	0
-5	1	-19	-4	O=c1ccn(Cc2ccc(F)cc2)c2ccnc(C(F)(F)F)c12	-2	1	1.3	0.2	3	-3
-3	2	40	0	O=C(N/N=C/c1ccc(OCc2ccccc2)cc1)c1ccc(O)cc1	3	20*	-0.3	20	12	84*
0	-2	6	1	O=C(CCc1ccc(O)cc1)c1c(O)cc(O)cc1O	-3	-9	12	-0.8	4	-7
9	3	7	4	CCOC(=O)N1CCC(Nc2nc3ccccc3n3nnnc23)CC1	1	-14	-0.3	-2.6	.	-2
-9	2	5	4	CCN(C(=O)CN1CCCCC1)C1(C)C(=O)c2ccccc2C1=O	7	-3	-1.1	-2.6	.	-2
0	-16	-4	5	Cc1ccc(OCCC(=O)OCC(=O)NCc2ccccc2)cc1	8	-11	2.1	-3.0	-2	2
4	10	10	3	CCc1nn2cc(C(=O)c3ccccc3O)cnc2c1-c1ccc(F)cc1	8	2	0.4	-2.0	-1	-4
-1	3	.	3	C#CCSc1nnc(CSc2nc3ccccc3s2)n1-c1ccccc1	-3	0	2.3	-1.2	.	-3
1	12	7	-7	CC(C)n1ncc(N2CCOCC2)c(Cl)c1=O	-1	-4	0.0	-2.0	0	-1
-1	3	-6	1	Cc1ccc(NS(=O)(=O)c2ccc(NC(=O)c3cccs3)cc2)c(C)c1	-1	-2	-1.3	-3.5	-3	-4
-4	2	71	5	O=C(NC(=S)Nc1ncccn1)c1ccc(Cl)cc1Cl	-3	0	1.4	-0.1	9	-2
-3	-9	17	4	CC(=O)Nc1ccc(C(=O)Nc2cc(S(=O)(=O)N3CCOCC3)ccc2N2CCOCC2)cc1	0	-13	-1.6	-1.4	8	-4
0	-13	-3	-4	O=C(c1noc2c1CSc1ccccc1-2)N1CCN(c2ccc(Cl)cc2)CC1	4	1	.	-1.5	-1	-2
3	8	.	-1	CC(=O)Nc1ccc(S(=O)(=O)N2CCCC3CCCCC32)cc1 (stereo unspecified)	4	-7	1.7	-1.3	-4	-1
4	6	2	3	O=C(CSc1nc2ccccc2[nH]1)Nc1ccccc1N1CCOCC1	-1	-1	-1.0	5.3	.	-1
2	4	5	-5	C=CCOC(=O)C1=C[C@H](c2ccc(C(F)(F)F)cc2)C[C@H](OCCCCO)O1	-5	-8	1.5	-1.0	0	-2
-18	14	7	5	C=CCc1cccc(C2Nc3ccccc3C(=O)N2O)c1O (stereo unspecified)	-2	-11	0.4	-0.7	.	-3
-18	26	0	-1	C=CCn1nc(-c2ccccc2)c2c(C)onc2c1=O	0	6	0.1	-0.2	-1	2
1	-2	7	1	COc1cc(/C=N/NC(=S)Nc2cccnc2)cc(OC)c1O	2	5	0.5	-0.1	0	6
-7	24	-8	1	Cc1cnc(C(=O)OCc2csc(CC(=O)Nc3ccccc3C)n2)cn1	1	-1	-3.0	-1.0	-3	.
-8	2	-2	-1	CC(C)(O)C1CC[C@@](C)([C@@H]2CC[C@]3(C)[C@H]2[C@H](O)CC2[C@@]4(C)CCC(O)C(C)(C)C4C(OC4OC(CO)C(O)C(O)C4O[C@@H]4OCC(O)C(O)C4O)C[C@]23C)O1 (stereo partly specified)	-4	3	-0.3	0.1	-3	0
-8	3	-6	-1	O=C(NCCN1CCOCC1)c1cccs1	0	-1	-0.7	0.6	.	0
3	2	-19	-5	CC(C)(C)C1(O)CC(C(F)(F)F)=NN1C(=O)Cc1ccc([N+](=O)[O-])cc1 (stereo unspecified)	-2	-7	-0.4	0.0	0	-2
3	-6	.	-4	CC(C)CC(NC(=O)OC(C)(C)C)C(=O)NCc1ccccc1 (stereo unspecified)	-1	-2	0.5	-0.4	1	.
-5	5	.	-1	CCN1CCC(N2CCN(c3ccc(F)cc3)CC2)CC1	-1	-4	-1.1	0.8	0	3

Other entries.
Tat export inh	Rtt109 Vps75	MITF act	cardiac RTF act	SMILES	V-ATPase pHluor	dFosB act	CDK5 inh	CAL PDZ FP-1	Wnt act	CAL PDZ FP-2
-8	.	-17	3	COc1cc(C(=O)NCCOc2cc(C)ccc2C(C)C)cc(OC)c1OC	0	-21	-1.3	-0.9	-4	3
-3	-4	0	13	O=C(O)c1ccccc1N/N=C/c1c(Sc2nnnn2-c2ccccc2)nc2ccccn2c1=O	-2	-13	0.8	1.8	21	23
-4	0	7	-1	COc1ccc(CNC(=O)CCn2c(=O)c3cccn3c3ccc(F)cc32)cc1	-5	8	1.6	-2.6	1	-2
7	19	-10	-2	CC(C)c1ccc(NC2CCCN(C(=O)CCN3Cc4ccccc4C3=O)C2)cc1 (stereo unspecified)	2	-9	0.4	-1.7	1	-1
-2	-5	5	2	Cc1cc(=O)n2nc(-c3ccc(C(F)(F)F)cc3)sc2n1	-1	-4	-1.0	-0.9	.	-4
-3	-5	95*	-4	O=C(Nc1ccc(Cl)c([N+](=O)[O-])c1)c1ccc2c(c1)OCCO2	-3	13	-1.3	17	15	30*
7	-10	6	2	CC(=O)c1cc(C(=O)N2CCCC(CCC(=O)N(C)CCc3ccccn3)C2)cs1 (stereo unspecified)	0	0	-0.7	-1.4	0	2

Arranged by molecular weight (rising): four of the compounds above.
Tat export inh	Rtt109 Vps75	MITF act	cardiac RTF act	SMILES	V-ATPase pHluor	dFosB act	CDK5 inh	CAL PDZ FP-1	Wnt act	CAL PDZ FP-2
-8	.	-17	3	COc1cc(C(=O)NCCOc2cc(C)ccc2C(C)C)cc(OC)c1OC	0	-21	-1.3	-0.9	-4	3
-4	0	7	-1	COc1ccc(CNC(=O)CCn2c(=O)c3cccn3c3ccc(F)cc32)cc1	-5	8	1.6	-2.6	1	-2
7	19	-10	-2	CC(C)c1ccc(NC2CCCN(C(=O)CCN3Cc4ccccc4C3=O)C2)cc1 (stereo unspecified)	2	-9	0.4	-1.7	1	-1
7	-10	6	2	CC(=O)c1cc(C(=O)N2CCCC(CCC(=O)N(C)CCc3ccccn3)C2)cs1 (stereo unspecified)	0	0	-0.7	-1.4	0	2

Bioassay records: PubChem, several laboratories
